Screens deposited in PubChem BioAssay by several laboratories.
MITF act – activators of MITF-driven TRPM1 promoter activity in SK-MEL-5 cells. actives 0.75% (n = 300,000). activation, % at 12.5 µM. AID 588334. SK-MEL-5 TRPM1-promoter luciferase, 24 h; % of positive control, neutral wells = 0;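 active = mean activation of at least 80% with every replicate also reaching 80%; inconclusive = mean reaches 80% but some replicate falls short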;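 also: 0% = neutral control wells and 100% = parthenolide positive control wells; values of inactives mirror those of a sister screen read the other way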
E coli growth – bacterial growth inhibition, counter-screen for AddAB inhibitors | actives 0.27% (n = 330,000) | E. coli V3065 growth, OD600 absorbance, 18 h | inhibition, % at 11.9 µM | AID 449728;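 active = inhibition above the campaign's mean inhibition across all tested compounds plus 3 SD, cut at about 9.9% in these data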;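 also: uninfected addAB+ strain grown without phage in ampicillin broth; 0% = DMSO wells and 100% = ciprofloxacin 0.95 µg/ml wells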
Tat transport – E. coli Tat transport inhibition; AID 488895; E. coli MC4100 TorA-mCherry Tat export, fluorescence; inhibition, % at 10 µM; actives 0.036% (n = 340,000);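 active = mean replicate inhibition at least 50% and at least half of replicates individually reaching 50%; inconclusive = only one of the two criteria met; inactive = neither criterion met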;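 also: exported cargo escapes ClpAP degradation while cytoplasmic cargo is degraded and loses fluorescence; 0% = median of neutral control wells and 100% = median of NaSCN control wells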
CAL PDZ FP-1 – CAL PDZ (human) peptide binding inhibition; Q9HD26; purified CAL PDZ, TMR-peptide fluorescence polarization, 1 h; inhibition, % at 24.9 µM; actives 0.92% (n = 300,000); AID 602252;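 active = mean inhibition of at least 30% with at least half of replicates also reaching 30%; inconclusive = no clear call, values can overlap the other calls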;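 also: 0% = DMSO neutral control and 100% = excess unlabeled competitor peptide PRC23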
SR-BI DiI inh – inhibitors of mouse SR-BI mediated HDL lipid uptake; ldlA[mSR-BI] CHO cells, DiI-HDL uptake fluorescence, 3 h; Q61009; inhibition, % at 12.5 µM; actives 0.96% (n = 320,000);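 active = mean replicate inhibition of at least 70% and a set share of replicates each scoring 70 or more; inconclusive = meets just one of the two criteria; inactive = fails both criteria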;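 also: 0% = median of neutral control wells and 100% = median of positive control wells; values of inactives mirror those of a sister screen read the other way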
Target sequence (Q61009 whole entry, looked up): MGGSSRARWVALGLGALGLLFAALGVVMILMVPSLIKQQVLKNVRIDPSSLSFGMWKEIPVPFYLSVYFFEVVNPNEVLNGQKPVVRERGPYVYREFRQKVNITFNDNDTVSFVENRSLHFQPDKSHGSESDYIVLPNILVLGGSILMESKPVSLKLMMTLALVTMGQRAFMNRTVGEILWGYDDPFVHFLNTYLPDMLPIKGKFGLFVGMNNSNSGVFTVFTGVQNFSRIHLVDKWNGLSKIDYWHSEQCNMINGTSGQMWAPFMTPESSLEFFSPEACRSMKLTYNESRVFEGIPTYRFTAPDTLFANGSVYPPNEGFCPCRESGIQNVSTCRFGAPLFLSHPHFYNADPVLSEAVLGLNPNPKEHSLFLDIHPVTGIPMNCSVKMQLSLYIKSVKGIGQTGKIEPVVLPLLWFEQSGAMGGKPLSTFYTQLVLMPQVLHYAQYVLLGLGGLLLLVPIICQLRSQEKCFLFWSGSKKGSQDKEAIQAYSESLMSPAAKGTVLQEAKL
phage Ecoli inh – E. coli growth loss with phage present | actives 0.26% (n = 360,000) | growth absorbance | AID 651602 | inhibition, % at 11.9 µM; in the data active = inhibition above about 11%
CAL PDZ FP-2 – human CAL PDZ-peptide interaction inhibition; Q9HD26; inhibition, % at 20 µM; actives 0.02% (n = 330,000); purified CAL PDZ, TMR-peptide fluorescence polarization, 1 h; AID 504414;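 active = highest replicate inhibition of at least 40%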;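 also: plate controls were DMSO neutral control wells for no effect and unlabeled competitor peptide control wells for full effect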
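Material: tagged CAL PDZ domain; buffer or medium: 25 mM sodium phosphate pH 7.4, 150 mM NaCl, TCEP, IgG, Thesit; compound dosing: single point, 20 µM; schedule: 1 h incubation at room temperature before polarization reading; measured by: FP readout, S and P plane fluorescence; read-out basis: percent inhibition from loss of millipolarization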
SR-BI DiI-HDL act – SR-BI HDL lipid transfer activation. AID 504775. activation, % at 12.5 µM. actives 0.096% (n = 320,000). CHO ldlA[mSR-BI] cells, DiI-HDL uptake fluorescence, 3 h; 100 = double the neutral-control signal;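 active = mean replicate activation of at least 60% and every replicate at or above 60%; inconclusive = mean or all-replicate condition met, but not both; inactive = mean below 60% and not all replicates reaching 60%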;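 also: 0% = median plate neutral-control signal and 100% = twice that signal; values of inactives mirror those of a sister screen read the other way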
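System: LDL receptor-deficient CHO ldlA cells overexpressing murine SR-BI | Timing: 3 h uptake period with compound, 37 °C | Medium: HEPES-buffered (25 mM, pH 7.4) F12 plus 0.5% BSA | Dosing: Single-point compound dose | Signal: Bottom-read fluorescence, 550/595 nm | Read-out: Retained DiI signal reflecting DiI-HDL uptake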
AddAB inh – less growth of phage-infected E. coli with AddAB; E. coli expressing H. pylori AddAB, absorbance growth; inhibition, % at 11.9 µM; actives 0.29% (n = 330,000); in the data active = inhibition above about 12%;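 also: 0% = vehicle wells of infected cells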
Wnt act – Wnt/beta-catenin pathway activation. AID 743398. activation, % at 9.35 µM. Wnt/beta-catenin reporter cell assay, activator, plate reader. actives 1.2% (n = 300,000); in the data active = activation above about 30%, passing the limit was not always enough; inconclusive = no clear call, values can overlap the other calls;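 also: 0% = neutral control wells and 100% = positive control wells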
The depositor's hits bear a star; ? = inconclusive; · = no result given. This is a random part of the collection. Share with any hit: about 3.6%.

Compound	MITF act	E coli growth	Tat transport	CAL PDZ FP-1	SR-BI DiI inh	phage Ecoli inh	CAL PDZ FP-2	SR-BI DiI-HDL act	AddAB inh	Wnt act
CC(Sc1ccc2c(c1)OCCO2)C(=O)Nc1ncc(Cl)cc1Cl (centres undefined)	12.2	0.7	8.4	-5.4	-5.8	0.5	-3.3	5.8	4.0	·
CNS(=O)(=O)c1cccc(C(=O)NCC(c2cccs2)N2CCOCC2)c1 (centres undefined)	-3.8	-0.7	15.7	-1.1	-6.8	0.1	-2.0	6.8	2.0	-0.3
Cc1ccc2nc(NC(=O)c3ccccn3)sc2c1	-93.8	-6.7	-14.2	0.0	-0.1	-2.3	-1.8	0.1	-2.8	-4.0
COC(=O)c1sc(NC(=O)COc2cccc(C)c2)nc1C	38.2	-1.2	-4.5	-5.8	-1.6	0.7	-1.7	1.6	2.9	·
O=C(CNC(=O)c1cccc(Br)c1)N/N=C/c1cc(Br)cc(Br)c1O	2.0	0.9	-1.0	-3.7	-2.9	7.0	-3.5	2.9	5.5	-9.6
Cc1nc2cc(NC(=O)Nc3cccc4ccccc34)ccc2n1C	74.1	1.1	-11.6	-0.1	20.3	2.8	-0.1	-20.3	-1.1	12.6
CCOC(=O)Cc1csc(NC(=O)c2cccc([N+](=O)[O-])c2)n1	14.9	-0.7	0.8	-2.9	13.9	-1.7	·	-13.9	-0.2	0.8
COc1ccc(S(=O)(=O)NCC2CCC(C(=O)O)CC2)cc1 (centres undefined)	-7.7	-2.3	-2.2	-5.0	-6.9	1.1	-0.6	6.9	-1.0	0.3
Cc1cc(F)ccc1NCc1ccccc1[N+](=O)[O-]	5.6	0.9	3.7	4.3	15.8	2.9	-0.8	-15.8	0.3	-1.9
O=C(CSc1nnc(NC(=O)c2c(F)cccc2F)s1)NC1CCCC1	4.9	-0.5	-1.7	-5.6	2.1	1.8	0.0	-2.1	2.5	-0.9
COc1cc2[nH]c(=O)n(Cc3ccc(C(=O)NCCCN4CCN(C)CC4)cc3)c(=O)c2cc1OC	-1.6	-3.8	-9.6	-6.5	-22.4	3.7	-2.3	22.4	2.9	-3.4
O=S(=O)(c1ccc(Cl)nc1)N(Cc1ccccc1)Cc1ccccc1	1.4	0.3	-0.8	-2.7	38.4	1.5	-2.9	-38.4	1.9	-0.8
Cc1ccc(S(=O)(=O)N2CCN(C(=O)Cc3ccccc3)CC2)cc1C	3.8	1.4	-2.6	-3.0	1.0	0.9	0.0	-1.0	1.1	-0.9
CCOC(=O)C1C(=O)CC(C)(O)C(C(=O)OCC)C1c1cccc(OC)c1 (centres undefined)	14.7	2.6	-15.8	-5.7	-14.8	0.0	0.4	14.8	1.6	-0.6
COc1ccc(C2=NCCn3nc4cc([N+](=O)[O-])ccc4c32)cc1	1.2	-0.5	-13.2	2.3	5.5	1.7	-1.5	-5.5	1.1	-3.7
Cc1ccc(-c2[nH]c(=O)n3ccncc23)s1	-1.8	0.6	-0.6	-5.5	-1.7	4.0	-0.5	1.7	-1.7	·
O=C(O)CCCNC(=O)c1ccccn1	6.0	1.4	0.7	-0.7	-5.0	3.0	-4.1	5.0	2.8	-1.3
CCc1ccc(NC(=O)CSCCO)cc1	7.7	-0.9	-0.3	0.0	-10.3	3.9	-2.6	10.3	4.6	0.1
COc1ccc(C)cc1Nc1nc(-c2c[nH]c3ccccc23)cs1	6.5	-4.7	-3.6	-4.2	36.3	3.9	-0.2	-36.3	0.2	-6.5
CSCCC(NS(=O)(=O)c1ccc(C)cc1)C(=O)N1CCN(S(=O)(=O)c2ccc(F)cc2)CC1 (centres undefined)	-1.4	-3.6	3.3	-2.8	-34.1	2.2	-0.3	34.1	-2.7	-0.5
COc1ccc(S(=O)(=O)N2CCOCC2)cc1NC(=O)COC(=O)CCOc1ccc(C)cc1	11.3	-2.0	2.5	-9.3	-23.1	3.3	-0.9	23.1	-0.9	-3.1
COC(=O)c1ccccc1NC(=O)c1ccccc1OC	13.0	-1.6	-2.0	-0.6	53.7	3.4	-1.5	-53.7	2.4	-1.7
CS(=O)(=O)N(CC(=O)Nc1cccnc1)c1ccc2c(c1)OCO2	0.9	2.7	-4.0	·	3.7	2.8	-1.0	-3.7	1.8	·
CNC(=O)C1CN(C(=O)c2cccc(S(=O)(=O)N3c4ccccc4CC3C)c2)c2ccccc2O1 (centres undefined)	-1.1	-2.5	-0.5	-3.4	3.7	5.2	0.5	-3.7	1.9	-5.6
COc1ccc(C(=O)/C=C(\C)Nc2ccc(NC(C)=O)cc2)cc1	38.8	-0.4	7.8	-3.7	13.3	-0.4	-0.9	-13.3	0.7	-1.1
CCN1CCN(P2(=O)C=C(c3ccccc3)OC(c3ccccc3)=C2)CC1	4.8	1.6	-3.6	-2.0	-9.9	1.9	-2.5	9.9	0.9	0.4
CC1=CC(C)(C)NC(=S)N1c1ccccc1	-3.7	-0.9	-0.3	0.2	-7.9	0.5	0.4	7.9	1.1	-1.9
CCCCN(C)C1CCN(C(=S)Nc2cccc(SC)c2)CC1	-1.6	0.4	-1.9	-2.3	·	2.5	-2.7	·	-1.0	-3.2
CN(C)c1ccnc(Oc2ccc(F)cc2)c1C#N	-0.2	0.7	-6.0	-3.7	-1.0	1.9	-1.0	1.0	0.3	·
CCC1=C2CC[C@H]3C(=O)N(C)C(=O)[C@H]3[C@H]2[C@@]2(Cc3ccccc3)C(=NCCOC)OC(=O)N2C1=O	1.0	-2.6	-7.7	3.4	-28.7	1.8	-1.2	28.7	-2.8	0.2
Cc1cc(C(F)(F)F)n(-c2nc(C(=O)Nc3cccnc3)cs2)n1	8.7	-0.8	-5.8	-1.7	6.5	-1.1	-1.4	-6.5	5.0	-0.6
Cc1cc(=O)n2[nH]cnc2n1	6.0	-0.7	-5.2	1.3	-11.2	3.5	-0.7	11.2	2.4	1.8
CCOC(=O)c1sc(NC(=O)CCCCl)nc1C	7.8	1.6	4.8	-4.4	20.6	2.0	-3.1	-20.6	3.8	-3.0
O=C(Nc1cccnc1)c1ccc(NS(=O)(=O)c2cccc([N+](=O)[O-])c2)cc1	-9.4	-0.2	-1.9	-2.4	·	1.1	-2.1	·	-3.2	10.2
Cc1cc(C)c(NC(=O)CSCc2c(C)noc2C)c(Cl)c1	13.5	·	9.4	-1.1	-4.9	-0.8	-1.0	4.9	·	0.6
CCS(=O)(=O)N1CCC(N2CCC(C)CC2)CC1	-4.7	-0.9	-0.4	0.5	-10.8	0.5	-2.4	10.8	2.2	-4.4
O=C(/C=C/c1ccccc1Cl)NCCN1CCOCC1	4.0	0.4	0.3	-0.9	2.3	1.3	-2.1	-2.3	2.8	-0.7
CCN(CC(=O)Nc1ccc(S(=O)(=O)N2CCCC2)cc1)CC(=O)Nc1cccc(OC)c1	8.0	1.6	9.5	-0.3	·	-2.3	-2.9	·	-0.9	-2.9
O=[N+]([O-])c1ccc(N2CCN(CC(O)COc3ccccc3)CC2)cc1 (centres undefined)	2.8	0.9	-1.3	-0.5	34.6	3.6	-2.8	-34.6	5.5	?
CCOC(=O)C(=CNc1ccc(NC2=NCC(C)S2)cc1)C(=O)OCC (centres undefined)	-24.1	1.3	4.2	-1.4	24.9	3.4	0.3	-24.9	-1.0	14.9
O=C(Cc1ccc([N+](=O)[O-])cc1)NCC1CCCO1 (centres undefined)	-4.1	-0.8	3.7	0.1	-24.6	0.7	0.2	24.6	2.4	-0.3
Cc1cc(C)c(S(=O)(=O)N(C)CC(=O)NCc2ccncc2)c(C)c1	-2.7	0.2	3.9	3.6	1.9	3.4	-0.6	-1.9	-2.0	-1.9
O=C(C1CCCN(S(=O)(=O)c2cccc3nonc23)C1)N1CCN(c2ccccc2)CC1 (centres undefined)	8.2	-2.5	2.0	-1.1	19.0	1.1	-1.9	-19.1	0.2	0.6
CCc1ccc(Nc2nc(C)cc(C)n2)cc1	·	-0.7	2.9	-1.0	-9.4	3.2	-1.7	9.4	3.4	7.0
Cc1c(C(=O)NCc2ccccn2)oc2c(Cl)cccc12	0.8	-1.1	2.5	·	6.0	-1.3	-1.6	-6.0	-0.6	3.4
O=C(NCc1cccnc1)C1CCCCN1S(=O)(=O)c1ccc(F)cc1 (centres undefined)	7.2	0.7	-7.5	0.0	2.0	3.9	1.1	-2.0	-1.0	·
COc1ccc(NC(=O)C2CCCN(S(=O)(=O)c3c(C)n[nH]c3C)C2)cc1OC (centres undefined)	12.9	1.4	2.1	-4.4	16.4	3.4	-0.2	-16.4	-0.8	0.5
COc1ccccc1CC(=O)NNC(=O)c1ccco1	2.7	-3.0	10.1	7.6	·	4.2	-2.5	·	1.1	0.9
CCS(=O)(=O)N1Cc2ccccc2CC1C(=O)Nc1ccc(NC(C)=O)cc1 (centres undefined)	-23.3	-1.7	-10.1	0.1	-1.6	1.9	·	1.6	1.0	-4.1
O=C(NNC(=O)c1ccccc1-n1cccc1)c1cccc(Cl)c1	-12.9	1.3	3.3	-0.9	-13.9	-3.9	-0.8	13.9	2.6	·
O=C(CSc1nnc(COc2cccc3cccnc23)o1)c1ccc(F)cc1	-6.8	0.8	1.3	-3.8	5.4	2.8	-1.7	-5.4	1.0	-0.9
CN(Cc1ccccc1)S(=O)(=O)c1ccc(NS(C)(=O)=O)cc1	1.4	1.7	12.9	-2.9	24.1	2.4	-3.3	-24.1	-1.5	-18.8
CC(C)c1ccc(NC(=O)CCS(=O)(=O)c2cccc3nonc23)cc1	5.8	1.1	-7.9	-0.1	-6.0	0.9	-2.4	6.0	3.5	-1.4
O=C1[C@H]2[C@@H](c3ccc(Cl)cc3)N3C(=O)N(c4cccc(F)c4)C(=O)[C@@]3(Cc3ccc(Cl)cc3)[C@H]2C(=O)N1C1CCCCC1	-8.3	-0.8	8.9	-5.0	-26.9	·	-0.5	26.9	1.9	·
COc1ccc(C(C)=O)cc1COC(=O)CCC(=O)c1cccs1	-7.9	-1.3	-8.7	-5.1	4.2	0.9	-0.7	-4.2	-3.0	12.1
N#Cc1ccc(NC(=O)c2cc(-c3cccs3)on2)cc1	3.5	0.1	-2.3	-4.9	19.4	0.1	0.0	-19.4	-0.8	1.4
